Assay outcomes from PubChem.
Gli-Sufu block = antagonists of Gli-Sufu signaling; Sufu-KO-LIGHT fibroblasts, Gli luciferase reporter luminescence; inhibition, % at 5 µM; 340,000 tested, 0.74% active; AID 588413;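 active means inhibition above about 55%, limit read from the data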;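 further: 0% = DMSO-treated cells and 100% = wells with medium but no cells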
A3A deaminase = inhibitors of human APOBEC3A DNA deaminase; recombinant A3A, FAM/TAMRA ssDNA deamination fluorescence; inhibition, % at 20 µM; 330,000 tested, 0.41% active; AID 493011;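 active means at least 40% inhibition at 20 µM here, with at most 30% in a related deaminase screen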;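 further: plate controls were A3A with DMSO for no effect and wells lacking A3A enzyme for full effect; some results filed as inactive read as strong as hits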
Target sequence (P31941 whole entry, looked up): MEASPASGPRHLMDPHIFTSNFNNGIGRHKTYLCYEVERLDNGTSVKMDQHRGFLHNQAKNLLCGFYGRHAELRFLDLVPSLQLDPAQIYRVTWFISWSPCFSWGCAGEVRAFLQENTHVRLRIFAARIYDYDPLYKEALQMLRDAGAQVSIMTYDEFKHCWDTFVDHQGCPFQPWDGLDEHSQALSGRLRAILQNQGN
A3G deaminase = inhibitors of human APOBEC3G DNA deaminase; AID 493012; 330,000 tested, 0.28% active; Q9HC16; inhibition, % at 20 µM; recombinant A3G, ssDNA deamination FAM/TAMRA fluorescence;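 active means inhibition of at least 40% at 20 µM, with no more than 30% in the related APOBEC3A deaminase screen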;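 further: plate controls were DMSO wells with A3G for no effect and wells lacking A3G enzyme for full effect; some compounds called inactive have numbers as strong as hits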
CCR6 antagonist = antagonists of human CCR6 receptor; CHO-K1 CCR6 PathHunter beta-arrestin, luminescence, CCL20-stimulated; AID 493098; 340,000 tested, 0.49% active; inhibition, % at 20 µM; P51684;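 active means compounds whose inhibition of the agonist-driven luminescence signal at 20 µM reaches about 50%, limit read from the data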;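 further: cells stimulated with CCL20 at 14 nM final; plate controls were DMSO with CCL20 for no effect and DMSO without agonist for full effect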
Target sequence (P51684 whole entry, looked up): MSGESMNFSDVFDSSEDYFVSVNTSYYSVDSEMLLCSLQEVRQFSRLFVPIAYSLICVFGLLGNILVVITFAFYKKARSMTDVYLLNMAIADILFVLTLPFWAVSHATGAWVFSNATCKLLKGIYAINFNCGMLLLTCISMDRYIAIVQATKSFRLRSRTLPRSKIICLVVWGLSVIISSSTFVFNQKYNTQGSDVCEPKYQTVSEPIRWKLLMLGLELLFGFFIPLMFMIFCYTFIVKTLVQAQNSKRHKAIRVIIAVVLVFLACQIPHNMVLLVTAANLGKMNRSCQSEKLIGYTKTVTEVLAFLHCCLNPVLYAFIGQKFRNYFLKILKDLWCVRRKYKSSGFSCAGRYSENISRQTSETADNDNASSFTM
GRIN3A LBD mod = modulates the human NR3A ligand-binding domain; NR3A LBD differential scanning fluorimetry, Tm shift; 0% = protein alone, 100% = glycine-bound protein; Tm shift relative to glycine control, % at 25 µM; 340,000 tested, 2.5% active;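 active means melting temperature shift of at least 10% of the positive control shift, at one fixed dose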
CXCR6 block = CXCR6 (human) receptor inhibition | CHO-K1 PathHunter CXCR6 beta-arrestin, luminescence | inhibition, % at 20 µM | 360,000 tested, 0.36% active; in the data active means inhibition above about 34%, passing the limit was not always enough;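 further: antagonist mode with CXCL16 agonist at 10 nM final; 0% = 10 nM CXCL16 with DMSO and 100% = unstimulated wells without agonist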
Target sequence (O00574 whole entry, looked up): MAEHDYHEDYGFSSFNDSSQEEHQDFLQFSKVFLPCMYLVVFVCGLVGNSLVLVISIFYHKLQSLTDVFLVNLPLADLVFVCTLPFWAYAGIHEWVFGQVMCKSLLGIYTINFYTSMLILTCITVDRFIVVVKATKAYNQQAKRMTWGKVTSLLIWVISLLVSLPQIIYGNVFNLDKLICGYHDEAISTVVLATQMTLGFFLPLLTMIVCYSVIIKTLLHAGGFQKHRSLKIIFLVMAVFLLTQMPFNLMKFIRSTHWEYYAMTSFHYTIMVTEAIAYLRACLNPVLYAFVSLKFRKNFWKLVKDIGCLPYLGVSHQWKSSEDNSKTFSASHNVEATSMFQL
MPTP inh = blocks calcium-induced mitochondrial swelling; inhibition, % at 10 µM; isolated mouse mitochondria, Ca2+ swelling absorbance, 30 min; AID 602449; 360,000 tested, 1.4% active;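 active means inhibition of 50% or more, scaled per plate between neutral and stimulator controls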;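 further: 0% = DMSO wells given calcium and 100% = 1 mM EGTA wells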
EBI2 block = antagonists of human EBI2 receptor. P32249. EBI2 beta-arrestin recruitment, luminescence, 7a,25-OHC stimulated. inhibition, % at 5 µM. 360,000 tested, 0.81% active. AID 651636; in the data active means inhibition above about 38%;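 further: enzyme fragment complementation signal reports receptor beta-arrestin coupling in cells; 0% = agonist plus DMSO wells and 100% = wells without agonist; some results beyond the cut were filed as inactive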
* hit, by the source's call; . = not tested or not shown.

#1 CCOC(=O)C1CCN(C(=O)Cn2c(=O)oc3cc(S(=O)(=O)N4CCCC4)ccc32)CC1
#2 CN(CCOc1ccc(Cl)cc1)C(=O)C1CCN(C(=O)c2ccc(Cl)cc2)CC1
#3 COc1ccc(N2CCc3c(C)nc4c(OC)cccc4c32)cc1
#4 CCOc1ccc(CCNC(=O)COC(=O)C2=NNC(=O)CC2)cc1OCC
#5 O=C(NNC(=S)NC(=O)c1ccco1)c1ccc(NC(=O)c2ccccc2)cc1
#6 Cc1ccc(/C=C(\C#N)C(=O)N2CCCC2)c(C)c1
#7 Cc1ccc(OCC(=O)NC2CCCCCC2)cc1C
#8 CCS(=O)(=O)c1nc(S(=O)(=O)c2ccc(C)cc2)c(N2CC(C)OC(C)C2)s1 (centres undefined)
Assay by compound	1	2	3	4	5	6	7	8
Gli-Sufu block	7	18	8	3	-10	4	-7	17
A3A deaminase	-3	-2	9	2	-1	-2	-5	-3
A3G deaminase	-7	-6	-8	-7	1	-5	-8	-7
CCR6 antagonist	1	19	-1	5	20	18	2	2
GRIN3A LBD mod	0	-3	-2	0	0	-3	3	4
CXCR6 block	-1	9	6	-1	8	7	-13	1
MPTP inh	0.3	0.0	18	0.8	-2.0	-0.9	0.8	-0.3
EBI2 block	3	74*	-2	-14	4	16	12	-9

#9 CC(C)CNC(=S)Nc1ccc(S(N)(=O)=O)cc1
#10 COCCN(C(=O)c1cc(Cl)nc2ccccc12)c1c(N)n(Cc2ccccc2)c(=O)[nH]c1=O
#11 COc1ccccc1CCCNC(=O)C1CCC(=O)N(CCc2ccc(Cl)cc2)C1 (centres undefined)
#12 Cc1cccc(NC(=S)NC(=O)c2oc3ccccc3c2C)n1
#13 CCCCNCCCOc1ccc(C)cc1Br
#14 CCCCc1nnc(NC(=O)CSCc2cc(=O)n3c(C)csc3n2)s1
#15 CCCCCN(C(=O)NC(=O)Nc1ccccc1C)S(=O)(=O)c1ccccc1
#16 COc1ccc(-c2noc(N3CCC(C(=O)N(C)c4ccccc4C)CC3)n2)cc1
Assay by compound	9	10	11	12	13	14	15	16
Gli-Sufu block	-3	-2	16	-28	67*	-3	-4	1
A3A deaminase	-2	-2	1	1	-4	-8	0	-2
A3G deaminase	-5	-4	-3	-1	-3	-6	-1	-4
CCR6 antagonist	15	-1	19	30	8	-2	12	5
GRIN3A LBD mod	-12	3	-1	-2	0	2	-13	1
CXCR6 block	0	12	3	8	4	-1	0	3
MPTP inh	-0.8	-1.7	-0.1	2.1	-0.8	0.0	32	-0.9
EBI2 block	-11	-2	39	5	-1	-9	7	17

#17 COC(=O)c1ccc(C2/C(=C(/O)c3ccc4c(c3)CC(C)O4)C(=O)C(=O)N2Cc2ccncc2)cc1 (centres undefined)
#18 N/C(=N\OCc1ccccc1)c1nonc1N
#19 O=C(/C=C/c1ccc(Br)cc1)NC1CCCCCC1
#20 COc1ccc(C)cc1NC(=O)CN1CCCN(S(=O)(=O)c2ccc(Br)cc2)CC1
#21 COc1ccc(CCNC(=O)C2CC(=O)N(c3ccc(C(C)(C)C)cc3)C2)cc1OC (centres undefined)
#22 O=C(NCC1CCCCC1)C1CCN(C(=O)NC2CCCCC2)CC1
#23 O=C(N/N=C/c1ccc(N2CCOCC2)o1)c1ccccc1[N+](=O)[O-]
#24 CN(CCc1ccccc1)C(=O)c1cc(COc2cccc(C(F)(F)F)c2)on1
Assay by compound	17	18	19	20	21	22	23	24
Gli-Sufu block	38	-51	-45	3	4	5	0	6
A3A deaminase	-2	6	-1	0	-3	0	-3	2
A3G deaminase	7	-4	-2	-7	-1	-8	11	0
CCR6 antagonist	11	12	8	16	22	7	-19	32
GRIN3A LBD mod	-3	-1	1	0	-1	-1	-2	-9
CXCR6 block	-14	14	-2	6	-9	3	-2	4
MPTP inh	1.5	0.8	22	1.2	-1.1	0.6	0.3	0.7
EBI2 block	-1	2	64*	35	14	9	-4	4

Entries 23–24 of the list above:
#23 O=C(N/N=C/c1ccc(N2CCOCC2)o1)c1ccccc1[N+](=O)[O-]
#24 CN(CCc1ccccc1)C(=O)c1cc(COc2cccc(C(F)(F)F)c2)on1
Assay by compound	23	24
Gli-Sufu block	0	6
A3A deaminase	-3	2
A3G deaminase	11	0
CCR6 antagonist	-19	32
GRIN3A LBD mod	-2	-9
CXCR6 block	-2	4
MPTP inh	0.3	0.7
EBI2 block	-4	4

The listing picks up; the 4 compounds before the break are reprinted first.
#21 COc1ccc(CCNC(=O)C2CC(=O)N(c3ccc(C(C)(C)C)cc3)C2)cc1OC (centres undefined)
#22 O=C(NCC1CCCCC1)C1CCN(C(=O)NC2CCCCC2)CC1
#23 O=C(N/N=C/c1ccc(N2CCOCC2)o1)c1ccccc1[N+](=O)[O-]
#24 CN(CCc1ccccc1)C(=O)c1cc(COc2cccc(C(F)(F)F)c2)on1
#25 Cc1cc(NC(=O)c2ccccc2C)ccc1NC(=O)c1ccccc1Cl
#26 CCN(CC(=O)Nc1c(F)cccc1F)C(=O)c1ccccn1
#27 CCOC(=O)C1=C(CNCc2ccc(C)cc2)NC(=O)NC1c1cc(C)ccc1C (centres undefined)
#28 C=CCNc1nc2c(c(=O)[nH]c(=O)n2C)n1CCOc1ccccc1
#29 CN(C)/C=C(\C#N)C(=O)N/N=C(\CC(=O)C(F)(F)F)c1ccco1
#30 Cc1ccnc(N2CCCC(C(=O)NC3CC3)C2)n1 (centres undefined)
#31 O=C(CN1CCOCC1)Nc1nc2cc([N+](=O)[O-])ccc2s1
#32 O=C1S/C(=C\c2ccc(Cl)cc2)C(=O)N1CCn1cnnn1
Assay by compound	21	22	23	24	25	26	27	28	29	30	31	32
Gli-Sufu block	4	5	0	6	-6	-2	3	-17	4	-14	-10	2
A3A deaminase	-3	0	-3	2	0	0	1	-3	-5	15	-7	-4
A3G deaminase	-1	-8	11	0	-1	1	-5	1	-11	-6	-9	-9
CCR6 antagonist	22	7	-19	32	-5	-2	-5	-11	12	4	14	6
GRIN3A LBD mod	-1	-1	-2	-9	-4	0	2	1	-2	-3	1	-2
CXCR6 block	-9	3	-2	4	1	-2	6	-8	25	1	-2	-10
MPTP inh	-1.1	0.6	0.3	0.7	-0.1	1.4	0.0	-1.5	0.3	-0.8	1.3	1.3
EBI2 block	14	9	-4	4	-6	-3	7	-5	7	1	2	-8

#33 C(=N\c1nc2ccccc2n1Cc1ccccc1)/c1cccs1
#34 CN(CCCS(=O)(=O)[O-])c1ccc(/C=C/c2ccc3ccccc3[n+]2C)cc1
#35 O=C1C(Cl)=C(NCc2cccnc2)C(=O)c2ccccc21
#36 N#CC(Sc1ccccn1)c1ccc(Cl)cc1 (centres undefined)
#37 Cc1ccc(/C=C/C(=O)N2CCN(S(=O)(=O)c3cccs3)CC2)o1
#38 Cc1ccc(/C(N)=N/OC(=O)c2ccco2)cc1
#39 CCOc1ccc(N2C(=O)CC(NCC3CCCO3)C2=O)cc1 (centres undefined)
#40 Cc1ccc(SCc2[nH]nc3c2C2(C(=O)Nc4ccc(F)cc42)C(C#N)=C(N)O3)cc1 (centres undefined)
Assay by compound	33	34	35	36	37	38	39	40
Gli-Sufu block	0	5	16	11	-9	-102	22	3
A3A deaminase	-1	58*	-4	-2	1	0	-2	1
A3G deaminase	-4	24	-7	2	-3	-4	-4	-2
CCR6 antagonist	17	17	3	16	1	-6	1	-18
GRIN3A LBD mod	-1	0	0	-1	0	0	-1	0
CXCR6 block	3	1	-4	18	-5	-6	-3	-7
MPTP inh	2.0	2.9	0.4	-1.0	-0.4	0.0	-3.5	-0.1
EBI2 block	-2	-4	-1	8	20	3	-2	5

#41 Clc1ccc(N2CCN(/N=C/c3cccnc3)CC2)cc1
#42 COc1ccc(S(=O)(=O)N(C)CC(=O)NCCN2CCOCC2)cc1
#43 Cc1ccccc1-n1c(C)nnc1SCC(=O)N(C)C1CCS(=O)(=O)C1 (centres undefined)
#44 O=C(Oc1nsnc1N1CCOCC1)N1CCCC1
#45 O=C(CC1C(=O)NCCN1C(=O)c1ccccc1)Nc1cc(Cl)ccc1Cl (centres undefined)
#46 COc1cc(CNc2ncc(-c3ccc(Cl)cc3)n2C)cc(OC)c1OC
#47 Cc1cc(C)cc(C(=O)OCC(=O)NCc2ccco2)c1
#48 Cc1ccc(Nc2nnc(SCC(=O)Nc3cccc(S(=O)(=O)NC4=NCCCCC4)c3)s2)c(C)c1
Assay by compound	41	42	43	44	45	46	47	48
Gli-Sufu block	15	30	10	2	5	35	4	-3
A3A deaminase	-2	1	1	-1	0	-4	9	0
A3G deaminase	-10	-7	-4	-8	-11	-5	1	-9
CCR6 antagonist	5	6	-8	-9	2	16	14	0
GRIN3A LBD mod	-1	2	-1	0	1	-5	-1	-5
CXCR6 block	2	4	4	-7	-3	11	1	-10
MPTP inh	1.0	-0.7	0.9	11	0.0	0.8	-1.0	5.2
EBI2 block	-6	-19	-6	0	-3	10	4	4

#49 C=CC1=CCN(S(=O)C(C)(C)C)[C@@H]1CCO (some centres undefined)
#50 Cc1cc(-c2ccccc2)c(C#N)c(=S)[nH]1
#51 O=C(CSc1ncnc2ccccc12)c1ccco1
#52 O=C1CN(C(=O)COC(=O)CNC(=O)c2ccc(Cl)cc2)c2ccccc2N1
#53 O=Cc1ccc(OC(=O)/C=C/c2ccccc2)cc1
#54 Cc1ccc(N2C(=O)C3CCC(C)(C2=O)C3(C)C)cc1 (centres undefined)
#55 CCCCOc1ccc(C(NC(=O)OCC)NC(=O)OCC)cc1
#56 CC(CCc1ccccc1)NC(=O)CCCn1ncn2c(cc3occc32)c1=O (centres undefined)
Assay by compound	49	50	51	52	53	54	55	56
Gli-Sufu block	-3	1	-20	-9	1	4	4	5
A3A deaminase	.	.	1	1	1	-2	2	3
A3G deaminase	.	.	-4	-9	1	-7	-4	-4
CCR6 antagonist	11	17	12	12	-7	-4	-15	8
GRIN3A LBD mod	-2	0	0	0	1	0	-4	0
CXCR6 block	6	0	4	0	2	-2	-2	3
MPTP inh	-0.5	-1.2	-6.3	-3.1	0.1	2.5	-2.3	-0.5
EBI2 block	-4	-13	3	-2	3	0	-6	-9

#57 CCOc1ccccc1N(C)C(=O)Cn1ncc2c([nH]c3ccccc32)c1=O
#58 NC(=S)N1N=C(c2ccccc2)CC1=O
#59 O=C(c1cccc(F)c1)N1CCN(c2ccc([N+](=O)[O-])c(N3CCOCC3)c2)CC1
#60 Cc1ccccc1/C=C\c1nc2ccccc2c(=O)n1Cc1ccccc1
#61 Cc1ccc(Cl)cc1NC(=O)COC(=O)Cn1cnc2c1c(=O)n(C)c(=O)n2C
#62 COCCN(C(=S)Nc1ccc(C(C)C)cc1)C(C)c1cccs1 (centres undefined)
#63 CSc1nsc(SCC(=O)NCc2ccccc2)n1
#64 CCOC(=O)C1C(c2ccccc2)N(C)OC1(O)C(F)(F)F (centres undefined)
#65 CCOC(=O)N1CCN(C(=O)CS(=O)(=O)c2cn(Cc3ccccc3C)c3ccccc23)CC1
#66 CN(C)c1ccc(NC(=O)C(=O)NCCOc2ccccc2)cc1
#67 O=C(Nc1ccncc1)c1cc(-c2ccccn2)nc2ccccc12
Assay by compound	57	58	59	60	61	62	63	64	65	66	67
Gli-Sufu block	-5	2	4	9	0	5	-11	4	17	-16	3
A3A deaminase	0	.	3	-2	-10	2	-7	-3	2	-2	-5
A3G deaminase	1	.	-4	-1	-5	-3	-6	-5	0	-5	-15
CCR6 antagonist	-6	7	17	23	3	22	7	2	10	-14	-27
GRIN3A LBD mod	0	-1	-4	9	0	-3	-2	0	1	-3	2
CXCR6 block	2	-2	6	8	0	-10	3	-8	6	2	-4
MPTP inh	-1.5	-0.4	1.1	0.2	0.2	4.2	-0.1	-1.3	1.7	-0.6	0.6
EBI2 block	8	5	-10	8	-8	29	-4	-13	5	2	-4
